Artemis inh: Artemis endonuclease inhibitors, primary screen, biochemical, fluorescence intensity, FAM/BHQ-1 hairpin substrate; inhibition, % at 10 µM; 0.78% of 30,000 active; recombinant Artemis, quenched FAM hairpin cleavage fluorescence; Protein artemis (Homo sapiens), Q96SD1; AID 686954, 2013;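 active = at 10 µM dose, at least 30% inhibition, measured as corrected fluorescence normalized to stimulator and neutral control wells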
The depositor's hits bear a star.

SMILES | Artemis inh
CN(C)C(=O)CSc1nnc(-c2cc(-c3cccs3)nc3ccccc23)o1 | 9
COc1ccc(C2=NOC(Cn3c(Cc4ccc(Cl)cc4)nc4c3c(=O)n(C)c(=O)n4C)C2)cc1 (stereo not given) | 21
COc1ccc(-c2noc(CCC(=O)Nc3ccc4c(c3)OCCO4)n2)cc1 | 2
CCOC(=O)c1c(C#N)cnn1-c1ccc(C)cc1 | -1
CC1CC(C(F)(F)C(F)(F)F)n2nc(C(=O)O)cc2N1 (stereo not given) | -1
CCCCC1(Cc2cccc([N+](=O)[O-])c2)C(=O)N(c2ccccc2)N(c2ccccc2)C1=O | 0
Cc1ccc(-n2c(-c3nn(C)c(C)c3Cl)n[nH]c2=S)cc1 | 5
Cc1ccc(SC/C(O)=C(\C#N)c2nc3ccccc3s2)cc1 | 16
O=C(COc1ccccc1)N1CCN(c2ncnc3c2cnn3-c2ccccc2)CC1 | -1
CCOc1ccc(NC(=O)CN2CCN(CC(=O)Nc3cccc(F)c3)CC2)cc1 | -4
Cn1nccc1C(=O)c1ccc(Cl)cc1 | -1
Cc1nc(=S)n(-c2ccccc2)[nH]1 | -5
Cc1cc(C)n(-c2nnc(C)n2N)n1 | -13
COc1ccc(NC(=O)CSc2nccc(C)n2)cc1 | -3
COc1ccc(C(C(C(=O)c2ccco2)N2CCOCC2)N2CCOCC2)cc1 (stereo not given) | 4
O=[N+]([O-])c1ccccc1/C=C/C=N/n1c(-c2ccc(Cl)cc2)n[nH]c1=S | 30*
COc1cccc(NS(=O)(=O)c2ccc3[nH]cc(C(=O)NCCCOC(C)C)c(=O)c3c2)c1 | 1
N=c1sccn1CC(=O)Nc1ccc(Cl)c(S(=O)(=O)N2CCOCC2)c1 | 1
COc1ccc(CCN(C(=O)c2ccc(F)cc2)C2=CC3CCC(C2)N3C)cc1OC (stereo not given) | 9
CSCCC(NS(=O)(=O)c1ccc(Cl)cc1)C(=O)OCC(=O)NC12CC3CC(CC(C3)C1)C2 (stereo not given) | -2
CCOC(=O)CNC(=O)CSc1nc2cccnc2n1C | -3
O=C(CSc1nnc(CNC(=O)c2ccccc2F)o1)c1ccc(Cl)cc1 | 2
N#C/C(=C/Nc1ccccc1)c1ccsc1 | 8
COC(=O)c1[nH]c2ccc(C)cc2c1NC(=O)Oc1ccccc1 | -2
COc1cc(C)nc(Nc2nc(C)c(C(C)=O)s2)n1 | 3
Cc1ccc(/C=N/NC(=O)c2csc3c2CCCC3)cc1 | 7
O=C(O)C(=O)/C(=C\c1cccc2ccccc12)c1ccc2ccccc2n1 | 30*
CC(C)Cn1c(SCC(=O)NC2CCCc3ccccc32)nc(O)cc1=O (stereo not given) | 6
COc1ccccc1N(CC(=O)Nc1cc(C)on1)S(=O)(=O)c1ccc(Cl)cc1 | 1
Cc1ccccc1CN1C2=NCCN2c2ccccc21 | -3

Two records drawn at random from the list so far, as already listed:
SMILES | Artemis inh
CC(C)Cn1c(SCC(=O)NC2CCCc3ccccc32)nc(O)cc1=O (stereo not given) | 6
Cc1ccccc1CN1C2=NCCN2c2ccccc21 | -3

Next part:
SMILES | Artemis inh
Cc1cc(F)ccc1S(=O)(=O)Nc1ccccc1C(=O)Nc1ncn[nH]1 | 1
CCc1ccc(NS(=O)(=O)c2ccc3[nH]cc(C(=O)N4CCCCC4)c(=O)c3c2)cc1 | 0
COc1ccc(C(=O)/C=C/c2ccc(C)cc2)c(OC(=O)c2ccc([N+](=O)[O-])cc2)c1 | 8
O=C1CC(N2CCC(O)(c3ccc(Cl)cc3)CC2)C(=O)N1 (stereo not given) | 4
CN1CCN(C(c2ccccc2)c2nnnn2Cc2ccccc2)CC1 (stereo not given) | 0
CC(=O)c1ccc(OCC(O)CN2CC(C)OC(C)C2)cc1 (stereo not given) | -8
N=c1n(CCO)c2ccccc2n1Cc1ccc(Cl)cc1 | -10
COc1ccccc1-c1nnc(NC(=O)OCC(C)C)s1 | 9
Cc1cnnc2c1-c1nonc1CC2 | -3
Cc1cc(C)c(S(=O)(=O)N(CC(=O)O)C2CCCCC2)c(C)c1 | 1
Cc1ccc(C(C(=O)NC2CCCCC2)N(Cc2ccco2)C(=O)Cn2cnc3ccccc32)cc1 (stereo not given) | 8
Cc1cc(C)nc(N(C#N)CC(=O)Nc2ccccc2)n1 | -5
Cc1ccc(N(CC(O)CN2CCCC2)S(=O)(=O)c2ccc(C)cc2)cc1 (stereo not given) | -2
COc1ccc2[nH]cc(C(=O)CN3CCN(C(=O)c4ccco4)CC3)c2c1 | -2
CCS(=O)(=O)c1nc2ccccc2n1CC(=O)N1CCCCC1 | 5

Reformatted as labelled records: entries from further up
> Cc1cc(C)c(S(=O)(=O)N(CC(=O)O)C2CCCCC2)c(C)c1
  Artemis inh: 1
> CC(=O)c1ccc(OCC(O)CN2CC(C)OC(C)C2)cc1 (stereo not given)
  Artemis inh: -8
> Cc1ccc(C(C(=O)NC2CCCCC2)N(Cc2ccco2)C(=O)Cn2cnc3ccccc32)cc1 (stereo not given)
  Artemis inh: 8
> Cc1cc(C)nc(N(C#N)CC(=O)Nc2ccccc2)n1
  Artemis inh: -5

Continued.
SMILES | Artemis inh
O=C(NCc1ccco1)C1c2ccccc2Oc2ccccc21 | -1
CCc1nc2cc(C)nn2c2nc3ccccc3n12 | -4
CC(NS(=O)(=O)c1ccc(CCC(=O)NCC2CCCO2)cc1)c1ccccc1 (stereo not given) | -2
Cc1ccc(C(NC(=O)NCCCN2CCOCC2)=C(Cl)Cl)cc1F | -6
CCn1cc(-c2cc(C(F)(F)F)n3nc(C(=O)O)cc3n2)c(C)n1 | 0
CCOc1ccccc1C(=O)Nc1nccs1 | -9
CCOc1cc(C(=O)O)cc(Cl)c1OC | -6
CC(C)CCNC(=O)c1cccc(C(=O)NCCC(C)C)c1 | 9
CC(=O)N1CCn2c3c(c(=O)c4cc(C)ccc42)CCC31 (stereo not given) | 4
CCn1c2ccccc2c2cnc(N=CN(C)C)c(C#N)c21 | 3
COc1ccc(NC(=O)N2CCOCC2)cc1OC | 1
NC(=O)c1ccccc1NC(=O)CCCN1C(=O)CCC1=O | 2
Cc1cc(Nc2ccccc2)n(-c2ccccc2)n1 | -1
COc1cccc(OC)c1C(=O)Nc1cc(Cl)ccc1N1CCOCC1 | -1
COc1cccc(/C=N/NC(=O)c2[nH]c(C)c(C(=O)N/N=C/c3cccc(OC)c3O)c2C)c1O | 91*
Cc1nn(Cc2cccc(C(=O)NC3CCCCC3)c2)c(C)c1Cl | 0
COC(=O)c1c(NC(=O)Cc2ccccc2)sc(C)c1C | -1
Cc1cc(C)c(C(=O)COc2cccnc2[N+](=O)[O-])cc1C | 3
O=C(CCS(=O)(=O)c1cc(Br)cc2c1N(C(=O)C1CC1)CC2)NCC1CCCO1 (stereo not given) | 3
O=C(Nc1ccc(N2CCN(C(=O)c3ccccc3)CC2)cc1)c1cc2ccccc2o1 | 4
O=C(Nc1ccccc1)C1CC(=O)N(C2CCCCC2)C1 (stereo not given) | -6
O=C(Nc1ccc(Cl)cc1)NC1CCCCC1 | 5
COC(=O)c1cc2c(s1)-c1ccccc1CC2 | 0
N#CC(C#N)C(c1ccsc1)c1c(-c2ccccc2)[nH][nH]c1=O (stereo not given) | 1
COc1ccc(N2CCN(C(CNC(=O)c3cccc(Cl)c3)c3cccnc3)CC2)cc1 (stereo not given) | -1
O=C(CN1C(=O)c2ccccc2S1(=O)=O)N1CCN(Cc2ccc3c(c2)OCO3)CC1 | 7
CCCOc1ccccc1C1NC(=O)NC(C)=C1C(=O)OCCOC (stereo not given) | 2
c1ccc(-n2ncc3c(NCC4CCCO4)ncnc32)cc1 (stereo not given) | 5
COc1ccc(NC(=O)CCOc2ccccc2)cc1 | 0
COc1ccc(Cn2c(C)c(C)c(C#N)c2NC(=O)Nc2cccc(C)c2)cc1 | 9

Two consecutive compounds out of the list so far:
SMILES | Artemis inh
COc1cccc(NS(=O)(=O)c2ccc3[nH]cc(C(=O)NCCCOC(C)C)c(=O)c3c2)c1 | 1
N=c1sccn1CC(=O)Nc1ccc(Cl)c(S(=O)(=O)N2CCOCC2)c1 | 1

Following part
SMILES | Artemis inh
N#CC1=C(N)Oc2n[nH]c(-c3cccs3)c2C1C1CCCCC1 (stereo not given) | 8
COc1ccc(S(=O)(=O)N(C)CC(=O)N2CCOCC2)cc1Cl | -7
CCOc1ccccc1-n1c(SCC(=O)NCc2ccco2)nnc1-c1ccncc1 | -6
COCc1cc(C(C)=O)ccc1OC | -13
O=C(/C=C/c1ccccc1)N1CCN(c2ccc([N+](=O)[O-])c(N3CCOCC3)c2)CC1 | 9
COc1ccc(-n2cnc3c(sc4nccc(N(C)C)c43)c2=O)cc1 | -2
CC1Cc2ccccc2N1C(=O)CSCC(=O)O (stereo not given) | 1
O=C(OCc1cc2ccccc2[nH]c1=O)c1ccccn1 | 1
O=C(O)c1cc2n(n1)C(C(F)(F)F)CC(c1ccccc1)N2 (stereo not given) | -8
CCn1c2ccccc2c2cc(NC(=O)Cc3ccc(S(=O)(=O)N4CCOCC4)s3)ccc21 | 13
CSc1cc(-c2ccccc2)n(Cc2ccc(Cl)cc2Cl)c(=O)c1C#N | -6
N#Cc1c2n(c3c(=O)n(Cc4ccccc4Cl)cnc13)CCCCC2 | 4
O=C(CSc1ncn[nH]1)NCCC(c1ccccc1)c1ccccc1 | -2
O=C(c1ccc2c(c1)OCO2)[C@@H]1[C@@H]2C(=O)N(C3CCCCC3)C(=O)[C@@H]2C2c3ccccc3C=CN21 (stereo not given in full) | 21
N#Cc1nc(COc2ccc(Cl)cc2)oc1N1CCN(Cc2ccccc2)CC1 | 8
CCCCOC(=O)CSc1nc(N)c(C#N)c(-c2ccc(OC)cc2)c1C#N | 3
Clc1ccc(-c2ccnc(Oc3cc(Cl)ccc3Cl)n2)cc1 | -6
CCC(c1nnnn1Cc1ccco1)N(Cc1cc2cc(OC)ccc2[nH]c1=O)C1CCCCC1 (stereo not given) | 11
Cn1c(=O)c(C(=O)CN2CCCc3ccccc32)c(N)n(Cc2ccccc2)c1=O | 17
CC/C(=N\O)c1ccc(OC)c(OC)c1 | -2
O=C(COc1cc(=O)n2c(n1)SCCC2)c1ccccc1 | 1
CC1=C(C(=O)Nc2cccc(C)n2)C(c2ccc3c(c2)OCO3)C2=C(CC(c3ccco3)CC2=O)N1 (stereo not given) | 1
O=C(CCn1c(=O)c2ccccc2n(CC(=O)NCCC2=CCCCC2)c1=O)NCc1ccco1 | -4
CC(C)c1nc(-c2ccccc2)c(-c2ccccc2)[nH]1 | 4
Cn1nnnc1SCC(=O)NC(=O)NCc1ccccc1 | 2
CCOc1ccc(-c2c(C)n([O-])c3c([n+]2=O)CCCC3)cc1 | -6
Cc1ccc(-c2csc(NC(=O)c3cccs3)n2)cc1 | -9
CSc1c(CC(=O)Nc2ccccc2Cl)n(Cc2ccccc2)c2ccccc12 | -5
CCc1nc(NCCCn2ccnc2)c2oc3ccccc3c2n1 | 1
CCn1c2ccccc2c2cc(NC(=O)c3ccc([N+](=O)[O-])cc3)ccc21 | -2
Cc1ccc(-c2noc(COc3ccc4c(c3)OCO4)n2)cc1 | 5
COc1ccc(C2C(C#N)=C(N)OC3=C2C(=O)CC(C)(C)C3)c(OC)c1OC (stereo not given) | 1
CC1(C)CC(=O)C=C(NCCc2ccc(S(N)(=O)=O)cc2)C1 | -7
COc1ccc(C(C)=O)c2c1OCCO2 | -5
CCN1C(=O)CS/C1=C(\C#N)S(=O)(=O)c1ccccc1 | 0
O=C(Nc1ccc2c(c1)OCO2)C1CCCN(S(=O)(=O)c2cccs2)C1 (stereo not given) | -5
CC1=CC(C)(C)N(C(=O)CSc2nnc(-c3ccc(C)cc3)o2)c2ccc(C)cc21 | 4
CCC(=O)NS(=O)(=O)c1cccnc1Nc1ccccc1Cl | -3
Cc1cc(C)c(O)c(-c2cc(C(=O)NCc3ccccc3)[nH]n2)c1 | 7
O=C(CN(Cc1ccco1)C(=O)CNS(=O)(=O)c1ccccc1)NCc1ccc(F)cc1 | 6
Cc1ccc(C(=O)Nc2ccc3nc(C)sc3c2)s1 | 1
Cc1ccc(CC(=O)Nc2nc3ccccc3[nH]2)cc1C | -3
CC(=O)C1=C(C)Nc2cc(C(F)(F)F)ccc2S1 | -2
CCSC1=C(C#N)C2(CCCC2)C(C#N)=C(N)N1 | 0
COC(=O)c1ccccc1NC(=O)c1ccc2c(c1)C(=O)N(Cc1ccco1)C2=O | 0

Single values from above:
In Artemis inh, `Cc1ccc(-c2noc(COc3ccc4c(c3)OCO4)n2)cc1` is listed with 5
In Artemis inh, `Cc1ccc(CC(=O)Nc2nc3ccccc3[nH]2)cc1C` is listed with -3

Additional compounds:
SMILES | Artemis inh
Cc1cccc(N2CCN(C(=O)c3ccc4ncsc4c3)CC2)c1C | 5
COc1ccc(N=Cc2nc(-c3ccco3)oc2O)cc1 | -4
CC(=O)N1CC2(C)CN(C(C)=O)CC(C)(C1)C2=O | -1
CCN(CC)S(=O)(=O)c1ccccc1/C=N\O | -7
Cc1onc(-c2c(F)cccc2Cl)c1C(=O)Nc1nnc(C2CC2)s1 | -7
COC(=O)c1cn(C(=O)OC)c2ccccc12 | 1
Cc1nnc(NC(=O)Nc2cccc(Cl)c2)s1 | 2
CC(C)(C)C(=O)O/N=C1/C(=O)N(c2ccccc2)c2ccccc21 | -4
Cc1ccc(C)n1NC(=O)c1ccccc1Cl | 8
CCCC(=O)n1nc(-c2ccco2)nc1N | -7
C/C(=C\C(=O)c1ccc(Br)cc1)NCc1ccc(C)cc1 | 7
COc1ccc(CNC(=O)c2csc(Cc3ccc(OC)cc3)n2)cc1 | 4
COc1ccc(OCC(O)Cn2c(Br)nc3c2c(=O)[nH]c(=O)n3C)cc1 (stereo not given) | -9
Cc1cnn(-c2ccc3nnc(-c4ccc(Cl)cc4)n3n2)c1 | -1
CCOc1ccc(NC(=O)N2CC=C(n3c(=O)[nH]c4ccccc43)CC2)cc1 | -2

Screening results from PubChem.

These rows are one share of the data (hit frequency here may not be typical).
